Screening data: PubChem BioAssay, National Center for Advancing Translational Sciences (NCATS)
Shiga toxin inh: inhibitors of Shiga toxin in Vero cells; Vero cells, Shiga toxin protein synthesis inhibition reporter; inhibition, % at 38.7 µM; 290,000 compounds, 9.2% hits; in the data active = inhibition mostly above about 28%, no sharp cut-off; inactive = mostly below about 43%; note: 0% is about no effect
Pf growth 96h: P. falciparum growth inhibition at 96 hour, primary screen for plastid delayed-death inhibitors | Potency, µM (top dose mostly 28.7 µM), for inactives: at the highest dose activity change, negative = inhibition, usual class: inhibitors | 320,000 compounds, 6.9% hits | P. falciparum luciferase reporter growth, 96 h; note: potency is the fitted concentration of half-maximal effect; % is set by controls: 0 for no effect and ±100 for the full control effect
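Readout is luminescence from an integrated firefly luciferase in P. falciparum. Red cells, 2% hematocrit and 0.05% parasitemia final, were cultured with compound through two parasite generations (96 hours) at 37 C, 5% CO2.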
Pf growth 48h: inhibits P. falciparum growth in the first generation, 48 h; Potency, µM (series often up to 28.7 µM), inactives show at the highest dose activity change, negative = inhibition, actives largely listed as inhibitors; 310,000 compounds, 5.9% hits; P. falciparum luciferase growth in erythrocytes, 48 h; note: potency is the fitted concentration of half-maximal effect; % is set by controls: 0 for no effect and ±100 for the full control effect
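Luciferase-expressing P. falciparum in infected erythrocytes (2% hematocrit, 0.1% parasitemia final) in RPMI 1640/0.5% Albumax were exposed to compound for 48 hours at 37 C, 5% CO2; growth read as luminescence.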
LmPK inhibitor: LmPK (Leishmania mexicana) enzyme inhibition. AID 1721. Potency, µM (titrated, usually from 57.5 µM), for inactives: top-dose activity change, negative = inhibition, most hits filed as inhibitors. purified LmPK, Kinase-Glo ATP luminescence, 1 h. Q27686. 290,000 compounds, 0.37% hits; note: potency is the fitted concentration of half-maximal effect; % is set by controls: 0 for no effect and ±100 for the full control effect
Target sequence (Q27686 whole entry, looked up): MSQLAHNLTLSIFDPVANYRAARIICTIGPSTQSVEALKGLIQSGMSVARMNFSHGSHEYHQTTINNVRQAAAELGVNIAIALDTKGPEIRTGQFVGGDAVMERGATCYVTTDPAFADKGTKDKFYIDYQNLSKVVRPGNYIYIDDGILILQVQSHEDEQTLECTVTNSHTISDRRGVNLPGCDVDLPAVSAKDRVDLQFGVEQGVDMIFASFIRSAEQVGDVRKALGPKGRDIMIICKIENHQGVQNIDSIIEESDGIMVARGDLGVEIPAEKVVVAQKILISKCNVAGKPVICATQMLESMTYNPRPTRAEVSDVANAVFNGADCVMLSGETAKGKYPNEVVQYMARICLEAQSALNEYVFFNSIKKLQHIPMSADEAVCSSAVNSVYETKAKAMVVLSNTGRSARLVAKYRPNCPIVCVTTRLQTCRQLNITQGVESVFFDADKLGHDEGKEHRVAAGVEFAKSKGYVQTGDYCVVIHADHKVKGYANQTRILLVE
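ATP generated from ADP (0.1 mM) and PEP (0.5 mM) by 0.1 nM LmPK over 1 h at room temperature (pH 7.2 imidazole buffer) was detected by coupled luciferase luminescence. Values were normalized to uninhibited and no-enzyme wells.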
TbPYK inhibitor: blocks Trypanosoma brucei pyruvate kinase. Q57TT1. TbPYK enzyme, Kinase-Glo Plus ATP luminescence, 45 min. Potency, µM (top dose mostly 76.8 µM), inactives show at the top dose activity, negative = inhibition, actives largely listed as inhibitors. 410,000 compounds, 0.12% hits; note: potency is the fitted concentration of half-maximal effect; % is set by controls: 0 for no effect and ±100 for the full control effect; nearly all actives have a fitted effect of over 50% in size
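TbPYK + substrate in 50 mM TEA pH 7.2, 100 mM KCl, 10 mM MgCl2, 0.05% BSA, 0.01% Tween-20; cpd pinned; ADP 130 uM final; 45 min RT; Kinase-Glo Plus 10 min; luminescence endpoint.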
CHX counter: counter-screen for Shiga toxin inhibitors: cycloheximide protein synthesis inhibition | max response, % | 300,000 compounds, 12% hits | cell reporter, cycloheximide protein synthesis inhibition counterscreen; in the data active = max response mostly above about 13%, no sharp cut-off; inactive = mostly below about 14%; note: read at 38.3 µM for the half of the compounds with a filed dose; 0% is about no effect
HCV inhibitor: blocks hepatitis C virus; Huh7.5.1 HCVcc-Cre infection, luciferase reporter, 44 h; Potency, µM (top dose mostly 41.8 µM), without a hit: at the highest dose activity change, negative = inhibition, hits mostly inhibitors; 340,000 compounds, 3.4% hits; AID 651820; note: potency is the fitted concentration of half-maximal effect; % is set by controls: 0 for no effect and ±100 for the full control effect
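1,000 cells/well; 4 h culture; + compound; + HCVcc-Cre (~0.5 moi); 44 h; luciferase substrate, RT 15 min; read 15 sec.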
* = called active by the depositor; ? = inconclusive; · = not tested or not shown; & = joins results of further samples; [ ] = another dose, or the depositor's remark. Unless noted, calls come from the whole dose curve; as a rule, active = well fitted curve in the direction sought with a large enough effect; inconclusive = small, poorly fitted or top-dose-only effect, or another doubt; inactive = no such curve, though single readings can be large; an effect the other way counts as inactive or inconclusive.

SMILES	Shiga toxin inh	Pf growth 96h	Pf growth 48h	LmPK inhibitor	TbPYK inhibitor	CHX counter	HCV inhibitor
COc1ccc([C@@H]2[C@@H]3C(=O)N(C(C)(C)C)C(=O)[C@@H]3[C@]3(C)C(=O)N(c4cccc(F)c4)C(=O)N23)cc1	-8	-30%	14%	2%	3%	-1	17%
c1ccc(-c2cn3c(n2)-c2ccccc2C3)cc1	45*	163%[activator]	97%[activator]	5.6µM*	?	26*	11%
COC(=O)c1ccc(CSc2nnc(CNC(=O)COc3ccc(Cl)cc3)o2)o1	-20	5.9µM*	-12%	0%	-11%	-2	?
Cc1ccccc1-n1c(-c2cccnc2)n[nH]c1=S	-11	18%	0%	11µM*	?	-2	24%
CCOC(=O)Cn1c2ccc(C)cc2c2nc(C)sc21	-15	?	-4%	10%	-2%	-2	?
O=C(COc1ccccc1Cl)N1CCCC1	-11	·	17%	-11%	-5%	-3	2%
CC1(C)CC(=O)C2=C(C1)N(CC1CCCO1)C(=O)C2(NC(=O)c1cccnc1)C(F)(F)F (configuration not stated)	2	·	-1%	-3%	-3%	1	15%
CCn1c(CNc2ccc(OC)cc2)nnc1SCC(=O)c1ccc(OC)cc1	-16*	·	?	8%	-4%	26*	?
Cc1nn(C)cc1CN(C)C(=O)CC12CC3CC(CC(C3)C1)C2	-8	?	?	5%	13%	-3	5%
CC(C)n1ncc2c(C(=O)N3CCN(Cc4ccc(Cl)s4)CC3)cc(C3CC3)nc21	·	?	13µM*	·	5%	·	?
CN1CCN(S(=O)(=O)c2ccc3c(c2)OCCO3)CC1	-9	·	5%	4%	-3%	-4	13%
N#C/C(=C\c1cccnc1)C(=O)Nc1ccc(SC(F)F)cc1	36	0%	?	6%	0%	-3	-4%
CCCCCCc1ccc(OC(=O)c2ccncc2)cc1	-1	20%	13%	-9%	3%	1	5%
O=C(Nc1cccc(Cl)c1)Nc1ccc2c(c1)OCO2	73*	·	-2%	0%	-8%	48*	-17%
COc1ccc(S(=O)(=O)CCC(=O)Nc2c(C)cccc2C)cc1	1	-15%	?	-1%	-9%	2	17%
COC(=O)C1=C(c2ccc(F)cc2F)C[C@@H]2CC[C@H]1N2C(=O)N1CCC(O)(c2ccc(Cl)cc2)CC1	·	?	9.3µM*	·	1%	·	?
COc1ccc(C(=O)Nc2ccc(N3CCCC3)cc2)cc1	12	4.1µM*	·	-23%	-11%	10	-24%
CCOc1ccc(OCc2ccc(C(=O)O)o2)cc1	60*	?	182%[activator]	2%	3%	33*	2%
CC1CCCCC12NC(=O)N(CC(=O)Nc1ccccc1N1CCOCC1)C2=O (configuration not stated)	11	16%[5.75 µM]	-6%	-1%	-3%	5	16%
O=C1C2CC=C(Cl)CC2C(=O)N1CNc1ccccn1 (configuration not stated)	-11	51%[activator]	-5%	2%	1%	-3	12%
O=C(COC(=O)C1=COCCO1)Nc1ccc([N+](=O)[O-])cc1C(F)(F)F	·	-29%	4%	·	0%	·	-13%
CCOc1ncccc1C(=O)N(C)CC1COc2ccccc2O1 (configuration not stated)	-24	·	14%	-2%	2%	-7	4%
COc1ccc(CCC(=O)NCc2cn3ccccc3n2)cc1	4	-29%	-15%	2%	4%	8	14%
NC(=S)NNC(=O)c1ccccc1	27	34%[activator]	35%[activator]	-3%	?	-3	11%
CC(=O)Nc1ccc(NC(=O)COC(=O)c2c3c(nc4ccccc24)CCN(Cc2ccccc2)C3)cc1	22*	5.9µM*	10µM*	-4%	-7%	1	13µM*

Sorted by formula weight (ascending): some entries from above
SMILES	Shiga toxin inh	Pf growth 96h	Pf growth 48h	LmPK inhibitor	TbPYK inhibitor	CHX counter	HCV inhibitor
NC(=S)NNC(=O)c1ccccc1	27	34%[activator]	35%[activator]	-3%	?	-3	11%
c1ccc(-c2cn3c(n2)-c2ccccc2C3)cc1	45*	163%[activator]	97%[activator]	5.6µM*	?	26*	11%
CCCCCCc1ccc(OC(=O)c2ccncc2)cc1	-1	20%	13%	-9%	3%	1	5%
O=C(COC(=O)C1=COCCO1)Nc1ccc([N+](=O)[O-])cc1C(F)(F)F	·	-29%	4%	·	0%	·	-13%
CC1CCCCC12NC(=O)N(CC(=O)Nc1ccccc1N1CCOCC1)C2=O (configuration not stated)	11	16%[5.75 µM]	-6%	-1%	-3%	5	16%

Next entries follow.
SMILES	Shiga toxin inh	Pf growth 96h	Pf growth 48h	LmPK inhibitor	TbPYK inhibitor	CHX counter	HCV inhibitor
O=C(COc1ccccc1)Nc1ccc(S(=O)(=O)Nc2ncccn2)cc1	-13	-5%	1%	5%	-3%	-2	0%
CCCC(=O)Nc1ccc(-c2csc(N/N=C\c3ccncc3)n2)cc1	30	?	8.3µM*	2%	?	31*	?
CCOC(=O)N1CCC(NC(=O)CN2C(=O)COc3ccc(C(C)(C)C)cc32)CC1	-22	?	6%	0%	6%	-2	10%
C[N+](C)(C)CC(=O)[O-]	·	0%	2%	·	3%	·	·
Cc1ccc(CSCCNS(=O)(=O)c2ccc(C)cc2)cc1	-3	?	11%	0%	-7%	1	0%
COc1ccc(N(C(=O)C(C)C)S(=O)(=O)c2cccc([N+](=O)[O-])c2)cc1	7	?	5%	2%	0%	1	-20%
CCOc1ccc(-c2cn(-c3cccc(SC)c3)c(=O)[nH]2)cc1	47	?	12%	1%	-18%	-2	4%
Cc1ccc(C(=O)N/N=C/c2c(O)ccc3ccccc23)cn1	-6	8%	3.7µM*	-4%	10%	-4	4.5µM*
OCC(Br)CBr (configuration not stated)	·	?	41%[activator]	·	2%	·	-6%
O=C(COC(=O)Cc1ccccc1[N+](=O)[O-])NNC(=O)c1ccc([N+](=O)[O-])cc1	·	-14%	-14%	·	-1%	·	10%
CCC(C)NS(=O)(=O)c1ccc(-c2csnn2)s1 (configuration not stated)	2	22%	·	0%	-13%	-4	10%
C[C@H](NC(=O)OC(C)(C)C)C(=O)N/N=C/c1ccc2nccnc2c1	8	0%	50%[activator]	0%	1%	-1	7%
CCCC1CCC(c2ccc(/C(N)=N/O)cc2)CC1 (configuration not stated)	28	21%	13%	4%	-1%	10	4%
CCOC(=O)C1=C(C)NC(=O)NC1c1c(O)ccc2ccccc12 (configuration not stated)	-9	-20%	·	-2%	1%	-7	-2%
O=C(COc1ccccc1)Nc1ccc(Cl)cc1Cl	93*	137%[activator]	118%[activator]	-2%	·	53*	·
OCC#CCSc1nnc(-c2ccccc2Br)o1	38	?	60%[activator]	-4%	-10%	27*	-23%
CS(=O)(=O)c1ccc(Cl)c(NC(=O)COC(=O)/C=C/c2cnc3ccccc3n2)c1	7	0%	19%	-1%	5%	-3	10%
CC1CCC2(CC1)NC(=O)N(CC(=O)c1ccc(Cl)s1)C2=O (configuration not stated)	26	0%	-6%	-6%	-2%	-2	·
CC(=O)Nc1nc2c(c3c1c(=O)oc1ccccc13)CCCC2	-3	13%	0%	-5%	·	5	15%
CN(C)c1nc(N(C)C)nc(N2CC(=O)N(c3ccccc3)C2=N)n1	-4	126%[activator]	2.9µM*	0%	0%	-9	-15%
CCOCCCNc1nc2c(C)cccn2c(=O)c1/C=C1\SC(=S)N(C(C)CC)C1=O (configuration not stated)	-6	?	?	-2%	-6%	-2	?
CCn1ncc(S(=O)(=O)NCc2ccccc2Cl)c1C	14	6%	0%	1%	4%	-1	2%
COc1ccc(NC(=O)Nc2c[nH]c(=O)[nH]c2=O)cc1OC	-10	4%	60%[activator]	4%	-5%	1	5%
Cc1ccc2[nH]c(=O)c3cc(C(=O)NC(C)C)sc3c2c1	-2	?	?	7%	1%	-4	-18%
CCCc1c(NC(=O)Nc2ccc(F)cc2)cnn1-c1ccc(Cl)cc1	-13	?	6.6µM*	4%	-1%	1	15%
Following part.
SMILES	Shiga toxin inh	Pf growth 96h	Pf growth 48h	LmPK inhibitor	TbPYK inhibitor	CHX counter	HCV inhibitor
O=C(Nc1cc(C(F)(F)F)ccc1N1CCOCC1)c1ccc(Cl)nc1	-18	·	9.3µM*	11%	-7%	-2	?
Cc1ccc(CCC(=O)Nc2ccc(CC(=O)O)cc2)o1	-8	-18%	-7%	3%	-18%	9	11%
CC(C)NCC(O)COc1ccccc1-n1cccc1 (configuration not stated)	·	?	-17%	·	1%	·	·
Cc1[nH]c(=O)[nH]c(=O)c1/C=N/NC(=O)[C@H](C)N	11	?	?	-21%	-4%	7	40%[activator]
COc1ccc(OC)c(C(=O)CSc2nnc(-c3cccs3)n2C)c1	13	·	?	-2%	-8%	-4	-3%
Cc1ccc(C(=O)NCCCNC(=O)c2ccccc2F)cn1	-5	2.9µM*	3%	1%	-4%	-2	-3%
COc1ccc(S(=O)(=O)NC2(C(F)(F)F)N=C3SCCN3C2=O)cc1 (configuration not stated)	-9	20%	4%	-3%	3%	10	-11%
CCCS(=O)(=O)N1CCC(C(=O)NCCN2CCC(Cc3ccccc3)CC2)CC1	1	2%	4.1µM*	-4%	-8%	6	-15%
OCCN1CCN(Cc2cc(Br)cc(Br)c2O)CC1	-10	5%	0%	0%	-18%	-5	9%
COc1ccc(CN2CCN(CC=C(C)C)C(CCO)C2)cc1Cn1cccn1 (configuration not stated)	-16	33%[activator]	-11%	4%	2%	-2	-10%
Cc1cnc(NC(=O)CN2CCN(c3ccccc3F)CC2)s1	1	14%	-4%	-4%	-13%	-2	-20%
Cn1nc(OC(=O)Nc2ccc(F)cc2)cc1C(F)(F)F	-4	·	8%	5%	4%	11	14%
O=C(c1ccc(CS(=O)Cc2ccc(Cl)cc2)o1)N1CCN(c2ccccc2)CC1 (configuration not stated)	-4	?	-8%	2%	3%	-2	-23%
Cc1ccc(S(=O)(=O)Nc2ccc3c(c2)nc(CCN2CCOCC2)n3C)cc1	10	-12%	16%	1%	2%	6	1%
CCCCn1nnc(NC(=O)c2ccc(-c3cccc([N+](=O)[O-])c3)o2)n1	20	66%[activator]	1%	1%	·	16	·
Cc1cc(C)c(NC(=O)Cn2nnc(C(=O)NCc3cccs3)c2N)c(C)c1	-3	-29%	19%	-7%	-4%&4%	-2	19%
O=S(=O)(c1ccc(Br)cc1)N1CCn2c(nc3ccccc32)C1	-2	-9%	·	7%	-3%	-2	20%
COc1ccc2c(OC)cc(-c3ccccc3)nc2c1	12	?	-7%	6%	3%	-1	10µM*
COC(=O)CCC(=O)Nc1cccc([N+](=O)[O-])c1	-8	12µM*	14%	2%	-1%	2	-3%
CC(=O)OCc1c(C)cc(C)c(/C=C(/C#N)C(N)=O)c1C	-5	-29%	10%	3%	-1%	7	23%
CC1(C)CNc2cc(N)ccc2S1	38	212%[activator]	44%[activator]	11%	-21%	20	-15%
COc1ccc(Cn2c(=O)[nH]c3cc(C(=O)NCCc4ccc(S(N)(=O)=O)cc4)ccc3c2=O)cc1	-3	-27%	?	-3%	3%	-3	6%
COc1cccc(CN(C(=O)COc2ccc(Cl)cc2)C2CCS(=O)(=O)C2)c1 (configuration not stated)	3	-22%	?	-5%	6%	-3	0%
Cc1ccc(NC(=O)CN(C)CC(=O)Nc2cccc(F)c2)cc1[N+](=O)[O-]	14	14%	-5%	-1%	3%	-4	5.6µM*
O=S(=O)(c1ccc2c(c1)CCCN2)N1CCCC1	·	-11%	-16%	·	3%	·	1%
